bovine MsrA act: activators of bovine methionine sulfoxide reductase A; purified bovine MsrA, absorbance read-out; activation, % at 10.6 µM; 360,000 compounds, 0.3% hits; AID 602163; in the data active = activation above about 7.5%;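 note: 0% = vehicle and 100% = reference activator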
Rin1 Abl inh: inhibitors of human Rin1-Abl protein interaction; inhibition, % at 7.35 µM; AID 588664; 360,000 compounds, 0.4% hits; TR-FRET Rin1/Abl binding, biochemical; in the data active = inhibition above about 5%, passing the limit was not always enough
FAS-TE inh: inhibitors of human fatty acid synthase thioesterase domain | recombinant FAS-TE, OMFH fluorogenic substrate, fluorescence endpoint | inhibition, % at 15 µM | 360,000 compounds, 0.67% hits;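 active = compounds whose normalised, plate-corrected inhibition of enzyme fluorescence in the single-dose primary screen is 50% or more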;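 note: 0% = DMSO with enzyme and 100% = substrate without enzyme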
eLon inh: inhibits E. coli Lon protease. AID 602123. purified E. coli Lon protease, fluorescence polarization. P0A9M0. 360,000 compounds, 0.42% hits. inhibition, % at 7.94 µM; in the data active = inhibition above about 13%, passing the limit was not always enough;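 note: 0% = enzyme with probe and DMSO and 100% = no enzyme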
Target sequence (P0A9M0 whole entry, looked up): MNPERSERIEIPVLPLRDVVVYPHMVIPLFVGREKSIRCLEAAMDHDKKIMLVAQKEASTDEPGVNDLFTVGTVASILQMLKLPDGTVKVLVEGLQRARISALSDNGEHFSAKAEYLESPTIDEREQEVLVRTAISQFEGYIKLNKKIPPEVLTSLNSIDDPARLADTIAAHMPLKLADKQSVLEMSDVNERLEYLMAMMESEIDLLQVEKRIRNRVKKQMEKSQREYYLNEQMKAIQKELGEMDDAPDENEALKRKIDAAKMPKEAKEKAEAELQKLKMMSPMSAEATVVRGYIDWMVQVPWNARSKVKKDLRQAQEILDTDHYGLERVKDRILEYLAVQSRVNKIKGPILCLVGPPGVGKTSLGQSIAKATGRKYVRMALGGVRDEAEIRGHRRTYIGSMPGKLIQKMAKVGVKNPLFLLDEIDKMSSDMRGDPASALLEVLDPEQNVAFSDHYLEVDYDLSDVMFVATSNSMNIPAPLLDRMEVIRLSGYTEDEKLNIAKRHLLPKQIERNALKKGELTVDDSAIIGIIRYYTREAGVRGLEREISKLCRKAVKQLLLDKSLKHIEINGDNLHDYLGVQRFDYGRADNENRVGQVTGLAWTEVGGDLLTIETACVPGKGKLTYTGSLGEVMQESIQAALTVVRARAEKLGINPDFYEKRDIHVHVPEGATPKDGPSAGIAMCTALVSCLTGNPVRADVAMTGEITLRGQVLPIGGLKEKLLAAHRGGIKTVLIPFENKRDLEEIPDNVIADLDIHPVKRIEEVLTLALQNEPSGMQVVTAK
MT1-MMP act inh: inhibitors of human MT1-MMP activation. P50281. HT1080 RFP-PRO-GFP cells, GFP/RFP ratio fluorescence, overnight; percent of plate control window, DMSO zero. GFP/RFP ratio change, % at 20 µM. 360,000 compounds, 0.061% hits. AID 651647;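 active = GFP/RFP ratio change of at least 30% with cell ATP level not reduced by more than half and red fluorescence within 50% of control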; note: strong numbers were not always called active
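Compound: 20 µM single dose, 1% DMSO / System: HT1080 RFP-PRO-GFP cells / Controls: DMSO and RFP-L50D-GFP cell wells / Read-out basis: GFP/RFP fluorescence ratio / Schedule: overnight compound exposure at 37 °C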
CSN inh: inhibitors of human CSN-mediated cullin deneddylation; Q92905; Purified CSN, SCF-Nedd8-OG deneddylation, fluorescence polarization; inhibition, % at 12.5 µM; 360,000 compounds, 0.38% hits;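 active = pattern-corrected inhibition above about 35%, with an unprinted fluorescence ratio check between 0.5 and 1.5, limit read from the data, passing the limit was not always enough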;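 note: 0% = enzyme with substrate and 100% = substrate without enzyme; some results filed as inactive read as strong as hits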
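Assay system: purified human Csn5 enzyme expressed in HEK293T cells; Input: 0.24 nM Csn5 enzyme, final concentration; Reagent: 10 nM SCFSkp2-Nedd8OG; Compound dosing: 12.5 µM single point; Times: reaction 90 min, room temperature; Technique: fluorescence polarization readout.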
MsrA inh: bovine MsrA inhibition | inhibition, % at 15.5 µM | 360,000 compounds, 0.75% hits | purified bovine MsrA, absorbance read-out | AID 651718; in the data active = inhibition above about 4.5%;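 note: 0% = vehicle wells with enzyme and 100% = reference inhibitor wells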
MLLE-PAM2 inh: blocks PAM2 peptide binding to the PABP1 MLLE domain. GST-MLLE / FITC-PAM2 fluorescence polarization. 360,000 compounds, 0.36% hits. inhibition, % at 20 µM; in the data active = inhibition above about 35%, passing the limit was not always enough;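 note: plate controls were DMSO wells with GST-MLLE for no effect and wells lacking GST-MLLE protein for full effect; some results filed as inactive read as strong as hits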
Rpn11 inh: Rpn11 (human) deubiquitinase inhibition; AID 588493; O00487; 360,000 compounds, 0.59% hits; calls only at 20 µM; human 26S proteasome, Ub4-pepOG fluorescence polarization; 20S core pre-blocked with epoxomicin;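 active = inhibition at 20 µM, scaled to each plate's controls, above about 33%, limit read from the data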
An asterisk follows results filed as active; i = inactive; . = not tested or not shown.

SMILES	bovine MsrA act	Rin1 Abl inh	FAS-TE inh	eLon inh	MT1-MMP act inh	CSN inh	MsrA inh	MLLE-PAM2 inh	Rpn11 inh
O=C(CC1C(=O)NCCN1C(=O)c1ccc([N+](=O)[O-])cc1)Nc1cccc(Cl)c1 (configuration not stated)	-3	-3	33	5	0	2	0.4	11	i
CCN(CC)CC(O)Cn1c(C)c(-c2ccccc2)c2cc([N+](=O)[O-])ccc21 (configuration not stated)	-2	-6	-19	-4	-4	3	-1.5	2	i
O=C(COc1ncnc2ccccc12)Nc1cccc(S(=O)(=O)N2CCOCC2)c1	-1	-1	-12	-2	5	5	0.2	-17	i
Cc1ccc(-c2nc(S(=O)(=O)c3ccc(C)cc3)c(SCC(N)=O)o2)cc1	-3	2	8	-10	-11	4	-0.5	-34	i
O=C(COc1ccccc1)N1CCN(C(=O)c2ccc([N+](=O)[O-])cc2)CC1	-4	2	-2	-1	-1	-2	-0.5	6	i
CC(c1ccc(F)cc1)n1c(-c2ccc3ccccc3n2)n[nH]c1=S (configuration not stated)	-5	1	6	-8	6	1	0.4	-23	i
COc1ccccc1Cc1noc(C(C)(C)NC(=O)c2ccccc2)n1	-14	1	-8	-10	3	2	-0.6	4	i
Clc1ccc(OCCCCN2CCc3ccccc3C2)cc1	-10	5	12	-4	-3	0	-1.5	16	i
Cc1ccc(C)c(NC(=O)C2CCCN2C(=O)OC(C)(C)C)c1 (configuration not stated)	-2	2	-10	-4	1	1	0.9	-4	i
O=C(CNc1ccccc1F)Nc1cc(S(=O)(=O)N2CCCCC2)ccc1Cl	-1	4	20	9	3	1	1.4	10	i
COc1cccc(C(=O)NNC(=O)c2ccc3ccccc3c2O)c1	-3	-5	4	8	6	-3	1.2	-3	i
COc1ccccc1NC(=O)COC(=O)c1ccc2c(c1)OCCO2	-3	-3	5	-2	-3	3	-0.7	9	i
CC(C)c1nc2sc3c(c2c(=O)n1N)CC(C)(C)OC3	-4	5	-6	-4	-2	-1	-0.4	1	i
O=[N+]([O-])c1c(C(Cl)Cl)nn(-c2ccc(Cl)cc2)c1N1CCCCC1	-12	0	23	0	-2	4	0.3	-10	i
c1cc(-c2nnc3n2CCC3)[nH]n1	-7	4	-12	-5	7	1	1.0	-5	i
CCC/C(=N\NC(=O)c1ccc(OC)c(OC)c1)c1ccccc1	-3	-1	-4	-5	-4	2	0.5	-14	i
COCC(=O)NCCc1nc2ccccc2[nH]1	-2	-1	-8	-10	1	2	-1.2	7	i
CC(C)c1ccccc1NC(=O)COC(=O)C1(C)CC1(Cl)Cl (configuration not stated)	-6	1	5	13	-2	-5	-0.1	4	i
CSc1ccccc1C(=O)C1CCCN(S(=O)(=O)N(C)C)C1 (configuration not stated)	-8	1	-4	-11	-1	-5	0.4	12	i
CCn1cc(C(=O)N2CCCC2)c(=O)c2cc(S(=O)(=O)N3CC(C)CC(C)C3)ccc21 (configuration not stated)	-5	3	-3	-10	-1	0	1.7	-3	i
CCC(=O)NC(c1cccs1)c1cc(Cl)c2cccnc2c1O (configuration not stated)	-1	6	3	4	-11	3	-0.6	1	i
CC(C)(C)N1NC(=O)Nc2ccccc2C1=O	-3	-2	-2	-13	1	2	-0.1	13	i
CCOc1ccc(OCC)c(NC(=O)Nc2ccc3c(c2)N(C)C(=O)CS3)c1	-2	0	18	-4	3	2	-0.9	-5	i
O=C(Nc1ccccn1)Nc1cccs1	-2	3	-5	-7	-5	-2	-0.2	14	i
CC(C)(C)C1CCc2onc(C(=O)NC3CCCC3)c2C1 (configuration not stated)	-1	0	9	-5	-1	0	0.8	-7	i

Single records, from the list above:
`O=C(COc1ncnc2ccccc12)Nc1cccc(S(=O)(=O)N2CCOCC2)c1` as listed: bovine MsrA act = -1; Rin1 Abl inh = -1; FAS-TE inh = -12; eLon inh = -2; MT1-MMP act inh = 5; CSN inh = 5; MsrA inh = 0.2; MLLE-PAM2 inh = -17; Rpn11 inh = i
`CC(C)c1ccccc1NC(=O)COC(=O)C1(C)CC1(Cl)Cl` (configuration not stated) as listed: bovine MsrA act = -6; Rin1 Abl inh = 1; FAS-TE inh = 5; eLon inh = 13; MT1-MMP act inh = -2; CSN inh = -5; MsrA inh = -0.1; MLLE-PAM2 inh = 4; Rpn11 inh = i

Continuation:
SMILES	bovine MsrA act	Rin1 Abl inh	FAS-TE inh	eLon inh	MT1-MMP act inh	CSN inh	MsrA inh	MLLE-PAM2 inh	Rpn11 inh
O=C([C@@H]1Cc2ccccc2CN1)N1CCN(Cc2ccccc2)CC1	0	-2	2	0	3	1	0.0	15	i
CCOc1ccc(C(=O)NCc2ccc3c(c2)OCO3)cc1	0	-1	0	-16	-1	2	-0.1	-4	i
CCOc1ccccc1NC(=O)COC(=O)CC(C)(C)CC1=NS(=O)(=O)c2ccccc2N1	3	0	1	-4	-1	0	-0.1	0	i
FC(F)(F)c1ccc(/C=N/NC(=S)NC2CCCCC2)cc1	-5	4	3	2	0	-4	2.2	12	i
CC1(C)CC(=O)c2c(Cc3ccccc3)noc2C1	-8	-3	4	9	-1	1	0.5	-13	i
Cc1ccc(-n2nc3c(Cl)nnc(C)c3c2C)cc1	0	4	-10	3	0	-3	-0.2	-14	i
CCC(CC)C(=O)N(C)c1c(C)nc2c(OCC3CCCCC3)cccn12	0	2	4	1	-16	-7	-0.4	4	i
CC(C)=NOc1nc(N(C)C)nc(N(C)C)n1	-7	3	-9	6	-3	-1	-1.8	17	i
c1ccc(-c2cc(N3CCCCCC3)n[nH]2)cc1	4	-1	1	0	2	3	-1.5	-7	i
COCCNC(=S)N1CCN(S(=O)(=O)c2ccc(Cl)s2)CC1	-3	-2	-3	-4	2	-4	0.1	-133	i
CN1CCN(c2oc(-c3ccccc3)nc2S(=O)(=O)c2ccc(Br)cc2)CC1	1	4	13	0	3	4	.	-9	i
O=C(O)CSc1nc2ccccc2n1Cc1ccccc1	-8	0	-8	0	3	6	0.1	-9	i
Clc1ccc(Cc2nnc(-c3ccccc3Br)o2)cc1	-6	2	12	-2	3	-1	0.4	6	i
N/C(=N\OC(=O)CCCc1ccccc1)c1ccc(Br)cc1	-5	-1	3	-1	1	-4	0.0	8	i
O=C(COc1ccc(Br)cc1)OCCN1CCCCC1	-1	-3	-6	-3	-3	6	-0.3	21	i
CC1CN(c2cc(=O)n(-c3ccccc3)c(=O)[nH]2)CC(C)O1 (configuration not stated)	2	4	-7	-12	5	1	0.4	1	i
O=C(Nc1nnc(C2=COCCO2)o1)c1ccc(S(=O)(=O)N2CCOCC2)cc1	-10	-1	-12	-6	0	0	2.7	-7	i
CCC1(c2ccccc2)NC(=O)N(CC(=O)Nc2ccccc2N2CCCC2)C1=O (configuration not stated)	-7	0	-4	7	0	0	0.3	7	i
CCCCN1C(=O)C(CC(=O)NCCCCc2ccccc2)CC(C(=O)N2CCOCC2)=C1C (configuration not stated)	-10	2	-7	-6	-1	-2	-0.1	-6	i
O=C(/C=C/c1c(F)cccc1Cl)Nc1nn[nH]n1	-2	1	-4	-9	0	-3	1.9	1	i
CCCc1nc2ccc(Br)cn2c1Cc1ccccc1	-7	5	-3	-10	-1	-2	0.5	-6	i
Cc1ccc(-n2c(COc3cccc(C)c3)n[nH]c2=S)cc1	3	-3	-3	5	-1	-2	0.2	6	i
Cc1ccc(Cn2cc(SCC(N)=O)c3ccccc32)cc1	-2	0	-5	-5	0	-2	0.4	9	i
COc1ccc(C)cc1NS(=O)(=O)c1cc(C)ccc1C	-11	0	9	-1	0	0	-0.1	7	i
Cc1ccc(N2CC(C(=O)Nc3ccc(S(=O)(=O)Nc4nccc(C)n4)cc3)CC2=O)cc1 (configuration not stated)	-7	1	-1	4	-3	1	0.4	1	i
SMILES	bovine MsrA act	Rin1 Abl inh	FAS-TE inh	eLon inh	MT1-MMP act inh	CSN inh	MsrA inh	MLLE-PAM2 inh	Rpn11 inh
CCCCNCc1ccc(OCc2ccc(Cl)nc2)c(OC)c1	1	2	-4	-10	5	6	-1.0	-5	i
N/C(=N\OC(=O)Cc1cccs1)c1ccccc1	-5	5	6	-7	-5	4	0.4	-4	i
NC(=S)NNC(=S)Nc1ccccc1	-11	3	-7	-3	10	-6	0.1	36	i
O=C(c1ccc(Cl)cc1)c1c[nH]c(C(=O)NNc2ccccc2)c1	-9	3	5	5	3	11	-0.7	9	i
NC(=O)c1ccc(Cl)c2ccccc12	0	-1	-2	3	-4	2	0.6	15	i
Cc1cnc(C(=O)OC(C(=O)Nc2cc(C(F)(F)F)ccc2Cl)c2ccccc2)cn1 (configuration not stated)	-1	-1	18	-15	0	2	1.6	0	i
Cc1cc(C)n(C(=O)c2ccc(C)c(S(=O)(=O)N3CCOCC3)c2)n1	-10	3	-6	1	1	-2	-0.5	6	i
O=C1CCC(c2ccccc2)c2ccccc21 (configuration not stated)	-8	-1	6	10	0	3	-2.5	-10	i
NC(=O)C1CCN(C(=O)c2cc(-c3ccccc3Cl)nc3ccccc23)CC1	-4	1	-4	9	1	4	0.6	-3	i
COc1ccccc1CNC(=O)CCn1c(=O)[nH]c2ccsc2c1=O	2	-4	-7	-7	5	0	-0.6	-4	i
Cc1cccc(OCC(=O)Nc2ccc(N3CCN(S(C)(=O)=O)CC3)cc2)c1C	-1	1	-6	-8	-1	-1	0.6	6	i
NC(=O)COC(=O)c1cc(=O)[nH]c2ccccc12	-4	-3	-10	2	-5	3	1.6	6	i
O=C(CCCCC(=O)OCC1COCO1)OCC1COCO1 (configuration not stated)	0	3	-8	-11	1	5	-0.6	-4	i
CCOC(=O)C1=CCN(S(=O)(=O)c2ccccc2C)C1c1cccc(Br)c1 (configuration not stated)	1	6	16	9	3	-4	1.6	12	i
CCc1nc2ccc(C(=O)N(C)Cc3ccco3)cn2c1N(CC)C(=O)NCCc1ccccc1	-4	4	-4	1	2	-1	0.7	13	i
CCN1C(=O)c2cccc3c(S(=O)(=O)NCC4CCCO4)ccc1c23 (configuration not stated)	-4	-5	1	3	10	-4	1.3	0	i
O=C(COC(=O)c1ccc2c(c1)OCCO2)NCCc1ccc(F)cc1	-1	1	7	-11	3	-3	0.0	2	i
COC(=O)c1ccccc1NC(=O)c1nc(S(=O)(=O)Cc2ccccc2)ncc1Cl	-3	0	54*	-11	1	0	1.5	12	i
CN(C)C(=O)N1CCC(C(=O)NCc2ccccc2)CC1	-3	2	-13	-13	-1	-8	0.3	-1	i
CC(C(=O)NCCCN1CCOCC1)n1cccc1C(=O)c1ccccc1 (configuration not stated)	0	-2	-4	-5	-2	0	0.5	10	i
COc1ccc(S(=O)(=O)N2CCC(C(=O)NCc3ccccn3)CC2)cc1Cl	-2	2	-6	-3	-2	0	-0.5	12	i
CC(Oc1ccc(Cl)cc1Cl)C(=O)NCCCn1ccnc1 (configuration not stated)	1	1	0	-3	0	-1	-0.9	-19	i
CCOC(=O)c1c(CN2CCOCC2)n(-c2ccccc2)c2ccc(O)cc12	-10	-4	8	4	-4	0	2.1	1	i

Compound activity (PubChem BioAssay)
